# MEKK3 PB1 HTS = modulators of MEKK3-MEK5 PB1 binding, primary screen, biochemical, wildtype MEKK3, multiplex bead flow cytometry, Alexa488-MEK5; Mitogen-activated protein kinase kinase kinase 3 (Homo sapiens), Q99759; bead-based flow cytometry, Alexa488-MEK5 binding to MEKK3; actives lie on both sides; 0 = blocked by unlabeled MEK5, 100 = vehicle; binding response (% of control), % at 10 µM; 1.4% of 290,000 active; AID 1529, 2009;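 active = binding response more than 3 SD above or below the average of its plate-row segment, actives on both sides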;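 also: Alexa488 bead fluorescence after subtracting the streptavidin-only scavenger bead signal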
# Target sequence (Q99759 whole entry, looked up): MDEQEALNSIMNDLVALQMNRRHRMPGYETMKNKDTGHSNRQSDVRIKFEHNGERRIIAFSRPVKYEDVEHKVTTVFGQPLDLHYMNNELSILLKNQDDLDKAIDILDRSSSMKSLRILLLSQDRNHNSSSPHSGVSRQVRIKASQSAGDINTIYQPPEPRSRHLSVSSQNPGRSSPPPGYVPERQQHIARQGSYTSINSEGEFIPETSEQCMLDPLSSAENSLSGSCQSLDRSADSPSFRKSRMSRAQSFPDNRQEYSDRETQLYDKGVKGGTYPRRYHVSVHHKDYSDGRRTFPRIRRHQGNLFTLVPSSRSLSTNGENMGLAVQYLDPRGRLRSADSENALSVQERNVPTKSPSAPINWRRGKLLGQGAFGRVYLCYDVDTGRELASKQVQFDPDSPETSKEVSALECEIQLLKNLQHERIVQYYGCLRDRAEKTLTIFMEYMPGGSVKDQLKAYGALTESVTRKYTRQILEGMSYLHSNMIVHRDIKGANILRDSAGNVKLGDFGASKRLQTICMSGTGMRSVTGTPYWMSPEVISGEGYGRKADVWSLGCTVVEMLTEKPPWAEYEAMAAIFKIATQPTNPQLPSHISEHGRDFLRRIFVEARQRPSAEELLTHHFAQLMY
# NALP1 yeast inh = NALP1 inflammasome inhibitors in reconstituted yeast, colorimetric, S. cerevisiae, triplicate retest | AID 2071, 2009 | inhibition, % at 10 µM | S. cerevisiae NALP1/ASC/caspase-1 growth, X-gal OD620, 72 h | 0.61% of 280,000 active; in the data active = inhibition mostly above about 24%, no sharp cut-off; inactive = mostly below about 32%; also: some compounds called inactive have numbers as strong as hits
# MEKK2 mut-MEK5 = MEK5 binding signal on mutant MEKK2 PB1, primary screen, biochemical, multiplex bead flow cytometry, Alexa488-MEK5; Alexa488-MEK5 binding to MEKK2 mutant; percent response, % at 10 µM; 0.35% of 290,000 active; in the data active = percent response above about 24%, passing the limit was not always enough; also: inactives centre near 1; some results filed as inactive read as strong as hits; reference of the scale not given here
# GalR3 antagonist = GalR3 antagonists in HEK293 cells, primary screen, cell-based, fluorescence readout | Galanin receptor type 3 (Homo sapiens), O60755 | HEK293 GalR3-CNG cAMP membrane potential fluorescence; galR3 body fused to GalR1 C-terminus | inhibition, % at 3 µM | 0.44% of 360,000 active;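 active = inhibition above the screen-wide average plus 3 SD, cut at about 13% in these data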;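 also: forskolin and galanin both at EC90 stimulate the cells; cAMP rise reported by CNG channel membrane potential dye signal; 0% = forskolin plus galanin with DMSO and 100% = forskolin alone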
# PHOSPHO1 block = PubChem AID 1565; 1.1% of 290,000 active; recombinant PHOSPHO1, absorbance phosphatase assay; inhibition, % at 13.3 µM; in the data active = inhibition above about 60%
# GPR7 antagonist = GPR7 receptor antagonists, primary screen, cell-based, fluorescence, single concentration | inhibition, % at 4.4 µM | 1.1% of 290,000 active | AID 1861, 2009 | Neuropeptides B/W receptor type 1 (Homo sapiens), P48145 | GPR7-expressing cells, fluorescence antagonist assay; in the data active = inhibition above about 16%, passing the limit was not always enough;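 also: cells stimulated with the agonist NPW; 0% = agonist with vehicle and 100% = vehicle without agonist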
# MEKK2 WT-MEK5 = modulators of MEK5 binding to wildtype MEKK2, primary screen, biochemical, multiplex bead flow cytometry, Alexa488-MEK5; Mitogen-activated protein kinase kinase kinase 2 (Homo sapiens), Q9Y2U5; Alexa488-MEK5 binding to MEKK2 WT; actives lie on both sides; binding response (% of control), % at 10 µM; 1.1% of 290,000 active; in the data active = binding response below about 67% or above about 130%
# V1aR counter = agonists of human V1a receptor, primary screen, counter-screen for OXTR agonist project, fluorescence, CHO-V1R cells; Vasopressin V1a receptor (Homo sapiens), P37288; Fluo-8 calcium fluorescence, agonist mode; 0% DMSO, 100% 3 nM vasopressin; activation, % at 3 µM; 0.25% of 320,000 active;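 active = activation above the mean activation of all tested compounds plus 3 SD, per screening run, cut at about 20% in these data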;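 also: signal is peak over basal fluorescence ratio across a 100 second FLIPR read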
# OXTR ag = human OXTR agonists, primary screen, fluorescence, CHO-OTR cells, Fluo-8 calcium | Oxytocin receptor (Homo sapiens), P30559 | Fluo-8 calcium fluorescence; normalized: DMSO 0%, oxytocin 100% | activation, % at 3 µM | 0.32% of 320,000 active | AID 2435, 2010;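 active = activation above the mean of all tested compounds plus 3 SD, cutoff set per screening run, cut at about 20% in these data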;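 also: peak over basal fluorescence ratio from a 100 s FLIPR kinetic read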
# Target sequence (P30559 whole entry, looked up): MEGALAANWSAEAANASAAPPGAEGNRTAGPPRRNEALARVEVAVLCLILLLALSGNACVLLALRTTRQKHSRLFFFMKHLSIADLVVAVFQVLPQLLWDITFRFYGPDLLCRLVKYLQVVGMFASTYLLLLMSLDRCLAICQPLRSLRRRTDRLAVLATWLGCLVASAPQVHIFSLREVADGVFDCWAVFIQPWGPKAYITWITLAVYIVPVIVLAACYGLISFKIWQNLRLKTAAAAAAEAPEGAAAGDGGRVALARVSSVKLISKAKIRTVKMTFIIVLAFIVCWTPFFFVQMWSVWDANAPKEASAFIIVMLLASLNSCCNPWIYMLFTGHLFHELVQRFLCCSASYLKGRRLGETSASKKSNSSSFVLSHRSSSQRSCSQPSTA
# The depositor's hits bear a star; · = no result given.
# Second line of a record – MEKK2 WT-MEK5	GPR7 antagonist	NALP1 yeast inh	MEKK2 mut-MEK5	OXTR ag	PHOSPHO1 block	MEKK3 PB1 HTS	GalR3 antagonist	V1aR counter
Cc1ccc(N(C(=O)CCC(=O)Nc2cc(C)on2)C(C(=O)NC2CCCC2)c2cccs2)cc1 (configuration not stated)
    96	-3	0	0	-1.8	13	98	-2	-1.1
Fc1ccc(C2=Nc3cccc4cccc(c34)N2)cc1
    98	-2	4	-5	0.0	16	99	1	-0.7
COc1ccc(-c2n[nH]c(=S)n2CC(C)C)cc1
    93	-2	-13	-2	0.4	97*	100	-5	-0.2
CCOc1ccc(NC(=O)N2CCCC2C(=O)NCC2CCCO2)cc1 (configuration not stated)
    99	-4	9	-2	0.7	37	103	-2	0.6
S=C(NC12CC3CC(CC(C3)C1)C2)N1CCOCC1
    97	-1	-8	-5	0.1	45	102	-7	0.9
COc1cc(-c2nnc(SCC(=O)Nc3ccc4c(c3)OCCO4)o2)cc(OC)c1OC
    104	-6	7	0	-1.2	8	102	-4	-1.0
Cc1ccc(NC(=O)NN(C)c2c(Cl)c(Cl)nn2C)cc1
    106	1	-3	-1	-0.6	44	100	-7	0.6
COc1ccc(CCN2CC(C(=O)NCCN3CCNC3=O)CCC2=O)cc1 (configuration not stated)
    97	-12	20	2	0.5	12	101	-8	0.4
CCn1c(=NC(=O)CN2C(=O)CCC2=O)sc2c(OC)ccc(OC)c21
    107	4	-15	7	-0.8	-9	102	·	-0.5
COC(=O)CNC(c1ccccc1Cl)c1cc(Br)ccc1NS(=O)(=O)c1ccc(C)cc1 (configuration not stated)
    95	-15	32	-2	-1.3	-18	98	1	7.4
CC(C)C(=O)NNS(=O)(=O)c1ccccc1[N+](=O)[O-]
    85	-2	23	-3	1.8	-10	92	-5	0.1
O=S(=O)(c1cccc2cccnc12)N1CCN(Cc2ccc3c(c2)OCO3)CC1
    100	-5	11	1	-1.6	-2	95	-4	-0.1
Cc1cc(Br)ccc1N=C1C(=O)Nc2ccccc21
    98	1	19	4	-0.2	15	101	-10	-0.8
CCCCC(=O)Nc1cccc(NC(=O)C(C)C)c1
    110	-1	-4	4	0.5	1	107	1	2.2
CC1CCC2(CC1)SCC(=O)N2c1ccc(F)cc1 (configuration not stated)
    66	-1	·	-25	-1.2	46	53	-6	-0.1
Cc1noc(C)c1C(=O)N1CCc2ccccc21
    99	-10	11	-4	0.1	-25	93	-6	-0.3
COc1ccc(NC(=O)Nc2cccnc2)c(OC)c1
    77	-9	0	-19	-0.4	-8	86	-5	0.8
S=C(NCCc1ccccc1)Nc1ccc(N2CCCCC2)cc1
    103	-9	10	1	-0.8	28	105	-6	2.1
COc1ccc(-c2n[nH]c3c2C(c2ccc(OC)c(OC)c2)N(c2ccccc2)C3=O)cc1 (configuration not stated)
    96	-15	7	-1	-0.3	11	99	3	-0.1
O=S(=O)(Nc1ccc2c(c1)OCO2)c1cccs1
    128	-11	21	8	-0.5	-3	132*	-8	1.4
Cc1cccc(NC(=O)C[n+]2ccc(N(C)C)cc2)c1
    100	-4	11	2	0.3	24	100	-4	1.5
COc1ccc(CCNC(=O)CNC(=O)Cn2cnc3sc(C)c(C)c3c2=O)cc1OC
    88	-2	-6	-10	-0.7	-31	97	-3	0.2
O=C(NCC1CCN(C(=O)c2ccc([N+](=O)[O-])cc2)CC1)C(=O)Nc1ccccc1
    97	-13	-7	-1	2.5	2	101	-5	2.6
COc1ccccc1N=NC1=C(O)CC(C)(C)CC1=O
    100	-6	15	-4	-1.2	-11	97	2	0.0
O=C(Nc1ccc(F)cc1)N1CCCN(c2ccc(C(F)(F)F)cn2)CC1
    95	-2	-25	-8	5.1	29	94	3	6.3
COCCOC(=O)C1=C(C)NC2=C(C(=O)CCC2)C1c1ccc2c(c1)OCO2 (configuration not stated)
    99	1	0	2	-0.3	-13	98	-1	0.7
CCCn1c(SCC(=O)Nc2cc(S(=O)(=O)N3CCOCC3)ccc2OC)n[nH]c1=O
    101	-5	·	-1	1.2	-4	104	-3	-0.4
CCOC(=O)C1=C(C)N(CCCC(=O)O)C(=O)NC1c1cc2ccccc2c2ccccc12 (configuration not stated)
    99	·	·	1	-0.5	·	105	-2	-0.5
CC(C)CCN1CCN(Cc2ccc(C#CC(C)(C)O)s2)CC1CCO (configuration not stated)
    83	0	-1	-8	1.3	1	96	1	0.6
O=[N+]([O-])c1ccc(C2=NN(c3ccccc3)C(c3ccco3)C2)cc1 (configuration not stated)
    33*	24*	·	124*	·	22	107	1	·
Oc1ccccc1-c1nc(N2CCN(Cc3ccccc3)CC2)c2ccccc2n1
    110	-13	-1	5	-0.3	-18	103	-4	1.0
NC(=O)CSc1oc(-c2cccs2)nc1S(=O)(=O)c1ccccc1
    101	-8	8	4	0.7	-10	101	-6	1.3
CCOc1ccc(CCNS(=O)(=O)c2cnc[nH]2)cc1OCC
    106	-8	2	5	1.0	3	105	-5	0.4
Cc1ccc(CN(N=Nc2nonc2N)c2nonc2N)c(C)c1
    92	-9	·	-5	-1.1	·	97	-3	-0.5
Cc1ccc2nc(NCc3ccc(F)cc3)c3nncn3c2c1
    94	-8	·	-5	-0.5	8	96	-5	-0.5
COc1ccc(C2(C(=O)NCCc3ccccc3)CCCC2)cc1
    109	3	-8	14	-2.3	44	105	-13	-1.3
CC(=O)c1cc(-c2ccccc2)n(CCC(=O)NC2CCCCC2)c1C
    95	2	32	-2	-2.0	7	90	-3	-0.8
COc1cccc(N2CCN(c3ccc4nnc(CCC(=O)Nc5ccc(F)cc5F)n4n3)CC2)c1
    101	-8	-12	3	0.2	49	101	-3	9.5
CN(C)CCCNC(NC(=O)/C=C/c1ccccc1)C(Cl)(Cl)Cl (configuration not stated)
    93	-13	4	-17	0.8	-6	89	-5	0.2
Oc1ccccc1-c1cc(-c2ccccc2Cl)[nH]n1
    98	-10	17	-1	1.9	-22	103	-4	0.4
C=C(C)C1CC=C(C)/C(=N/NC(=O)c2ccc(NC(=O)CCC)cc2)C1 (configuration not stated)
    93	-3	21	-3	-0.1	-36	94	0	0.3
O=C(CSc1nc2[nH]ncc2c(=O)[nH]1)NCCc1ccccc1
    102	-1	-8	2	-0.2	-24	101	-1	0.5
CN(c1ccccc1)S(=O)(=O)c1cccc(NC(=O)CSc2n[nH]c(N)n2)c1
    103	-7	3	14	1.5	0	104	2	-0.3
CCN(c1ccccc1)S(=O)(=O)c1ccc(C(=O)Nc2nnc(-c3ccco3)o2)cc1
    99	-12	21	-2	-2.2	16	101	-4	-0.8
Cc1c(O)c2c3c(cccc3c1O)C(=O)N(c1ccccc1)C2=O
    104	-4	29	2	24*	-3	105	-10	13
COc1cc(C(=O)N2CCC(n3c(C)nc4cc(F)ccc43)CC2)cc(OC)c1OC
    96	-9	5	3	5.9	-8	95	-6	0.4
C=C1C(=O)O[C@H]2C1CC[C@@](C)(O)C13C=CC(C)(C21)C1(C3)C(=O)O[C@@H]2C3C(C)=CCC3[C@](C)(O)C[C@H](OC(C)=O)C21 (some centres not stated)
    106	3	33	0	-0.1	-9	89	-1	0.9
Cn1c(=O)c2c(nc(SCC(=O)NC34CC5CC(CC(C5)C3)C4)n2C)n(C)c1=O
    112	4	-1	6	0.2	-15	110	-4	-0.2
c1ccc(Nc2c3c(nc4ccccc24)CCC3)cc1
    115	5	4	2	1.9	-11	101	-6	6.5
CCOC(=O)N1CCN(C(=S)Nc2ccc(C)cc2)CC1
    92	-6	22	-5	-1.0	-2	86	-2	0.3
Cc1noc(C)c1S(=O)(=O)N(CC(=O)O)c1ccc2c(c1)OCO2
    96	5	-1	1	0.0	10	100	-1	-1.0
CCCCC1(Cc2ccc(OC)c([N+](=O)[O-])c2)C(=O)N(c2ccccc2)N(c2ccccc2)C1=O
    107	-6	31	4	-0.7	-7	113	-3	0.1
CCOc1ccc(-c2noc(CCC(=O)NC)n2)cc1OCC
    100	-7	3	0	-0.5	-6	95	-2	0.4
COc1cc(C)c(Br)cc1S(=O)(=O)NCCN1CCOCC1
    100	-11	-3	1	0.6	39	104	-3	1.2
COc1ccc(Cl)cc1NC(=O)CCc1nnc2ccc(N3CCN(C)CC3)nn12
    104	-4	36	0	0.8	5	101	-1	1.1
Cc1[nH]n(-c2nc(-c3ccccc3)cc(=O)[nH]2)c(=O)c1CCO
    91	0	-22	-7	0.5	42	92	-8	0.3
O=C(Cn1nnc(-c2ccccc2F)n1)Nc1ccc(C(=O)N2CCOCC2)cc1
    115	-3	28	15	0.1	26	114	0	0.8
O=C(NC1=C(NC2CCS(=O)(=O)C2)C(=O)c2ccccc2C1=O)c1ccccc1 (configuration not stated)
    96	-15	8	-7	-2.4	25	93	-9	-1.6
C/C(=N\Nc1ccc([N+](=O)[O-])cc1)c1ccc(N)cc1
    96	14	21	0	0.1	-3	105	-2	0.8
O=C(Cn1nnc2ccccc21)N1CCCCC1
    94	-1	14	1	0.5	51	97	-2	0.8

# Next results follow.
# Second line of a record – MEKK2 WT-MEK5	GPR7 antagonist	NALP1 yeast inh	MEKK2 mut-MEK5	OXTR ag	PHOSPHO1 block	MEKK3 PB1 HTS	GalR3 antagonist	V1aR counter
CCn1cc(/C=C(\NC(=O)c2ccccc2Cl)C(=O)N2CCOCC2)c2ccccc21
    97	-11	7	-2	3.4	32	100	0	5.3
CCN(Cc1ccccc1)C(=O)CSc1ncn[nH]1
    101	-16	20	-3	1.1	23	104	-9	-0.2
COc1ccccc1NNC(=O)c1cc(C(C)(C)C)nn1Cc1ccccc1
    95	-12	10	-16	-1.1	-4	94	-1	-1.0
CCOCCCNC(=O)/C(C#N)=C/c1ccc(C)o1
    103	-18	8	2	0.1	23	102	-2	-0.2
COc1cc(/C=C2\SC(N3CCc4ccccc4C3)=NC2=O)cc(OC)c1OC
    100	5	7	1	-1.6	-26	96	3	-0.9
Cc1ccc(C(C(=O)NCCc2ccccc2)N(C(=O)c2csnn2)C2CC2)o1 (configuration not stated)
    98	17	12	0	-2.4	6	100	-3	-0.6
Cc1cc(Cl)ccc1NC(=S)N1CCN(Cc2ccccc2)CC1
    94	-1	21	6	2.1	3	93	-4	1.8
O=C(Nc1cccc(C(F)(F)F)c1)c1cncs1
    105	16	5	4	-1.4	18	101	-6	0.8
CSc1nc(-c2ccc(Cl)cc2)nn1C(=O)c1ccco1
    102	-8	4	9	-1.6	-16	101	-2	-0.3
COc1cccc(C(O)c2cnc(C(C)C)n2C)c1OC (configuration not stated)
    101	-5	24	2	0.0	-36	102	0	1.0

# Ordered by heavy-atom count (low to high): part of the list above.
# Second line of a record – MEKK2 WT-MEK5	GPR7 antagonist	NALP1 yeast inh	MEKK2 mut-MEK5	OXTR ag	PHOSPHO1 block	MEKK3 PB1 HTS	GalR3 antagonist	V1aR counter
COc1ccc(-c2n[nH]c(=S)n2CC(C)C)cc1
    93	-2	-13	-2	0.4	97*	100	-5	-0.2
S=C(NCCc1ccccc1)Nc1ccc(N2CCCCC2)cc1
    103	-9	10	1	-0.8	28	105	-6	2.1
C=C1C(=O)O[C@H]2C1CC[C@@](C)(O)C13C=CC(C)(C21)C1(C3)C(=O)O[C@@H]2C3C(C)=CCC3[C@](C)(O)C[C@H](OC(C)=O)C21 (some centres not stated)
    106	3	33	0	-0.1	-9	89	-1	0.9

# From PubChem BioAssay
